TAAR1 agonist: agonists of human TAAR1; 0.99% of 360,000 active; CHO RD-HGA16 TAAR1, Fluo-8 calcium fluorescence; vehicle wells 0%, saturating PEA agonist 100%; activation, % at 3 µM; Q96RJ0;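 active means activation above the mean activation of all test compounds in the run plus 3 SD, cut at about 38% in these data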
Target sequence (Q96RJ0 whole entry, looked up): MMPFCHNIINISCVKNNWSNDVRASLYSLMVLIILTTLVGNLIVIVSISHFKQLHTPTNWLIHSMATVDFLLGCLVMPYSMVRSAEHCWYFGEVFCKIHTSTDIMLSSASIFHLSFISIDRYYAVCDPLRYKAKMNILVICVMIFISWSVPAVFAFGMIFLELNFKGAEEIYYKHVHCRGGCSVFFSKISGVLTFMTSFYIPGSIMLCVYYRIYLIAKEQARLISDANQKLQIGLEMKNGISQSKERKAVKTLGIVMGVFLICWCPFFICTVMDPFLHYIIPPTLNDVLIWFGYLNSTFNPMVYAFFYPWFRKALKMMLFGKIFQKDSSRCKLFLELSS
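System: CHO-derived RD-HGA16 cells with stable Gα16 and human TAAR1 / Times: 17-24 h plating, Fluo-8 75 min 37 °C, 30 min RT / Technique: calcium-sensitive Fluo-8 signal, excitation 470-495, emission 515-575 nm / Measure: % activation relative to PEA EC100 response / Benchmarks: DMSO and PEA EC100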
CHRM1 agonist: human M1 muscarinic receptor agonism | CHO-K1 hM1, Fluo-8 calcium fluorescence, agonist mode; 0% DMSO, 100% acetylcholine EC100 | P11229 | 0.33% of 360,000 active | activation, % at 3 µM;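 active means activation above the run's mean compound activation plus 3 SD, cut at about 16% in these data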;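 further: peak over basal fluorescence ratio within a 140 s kinetic read after compound addition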
Target sequence (P11229 whole entry, looked up): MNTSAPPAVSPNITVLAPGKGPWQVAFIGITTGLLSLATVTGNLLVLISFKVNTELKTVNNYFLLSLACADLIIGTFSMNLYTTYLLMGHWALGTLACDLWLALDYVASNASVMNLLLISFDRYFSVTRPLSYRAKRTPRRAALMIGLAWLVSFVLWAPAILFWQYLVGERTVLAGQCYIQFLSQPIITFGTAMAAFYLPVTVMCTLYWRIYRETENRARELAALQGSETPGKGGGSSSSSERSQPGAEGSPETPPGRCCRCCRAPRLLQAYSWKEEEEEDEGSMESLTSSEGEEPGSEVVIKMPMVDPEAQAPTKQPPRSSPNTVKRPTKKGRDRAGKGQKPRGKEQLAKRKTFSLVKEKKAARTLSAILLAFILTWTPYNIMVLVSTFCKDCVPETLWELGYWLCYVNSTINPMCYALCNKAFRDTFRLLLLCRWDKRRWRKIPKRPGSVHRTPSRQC
M1 PAM: positive allosteric modulators of human M1 muscarinic receptor; P11229; CHO-K1 hM1, Fluo-8 calcium fluorescence, ACh EC20; 0% = ACh EC20, 100% = maximal ACh; activation, % at 3 µM; 0.088% of 360,000 active; in the data active means activation above about 19%, passing the limit was not always enough
M1 antag: human CHRM1 antagonism | P11229 | CHO-K1 hM1, Fluo-8 calcium fluorescence, ACh EC80 antagonist | inhibition, % at 3 µM | 1.3% of 360,000 active | AID 588852;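 active means percent inhibition above its own plate's cutoff, namely the mean of that plate's compound wells plus 3 SD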;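 further: peak over basal fluorescence ratio during 140 s after agonist addition; 0% = ACh EC80 plus DMSO and 100% = DMSO alone without agonist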
CHO-K1 Ca antag: counter-screen for M1 antagonists: effect in parental CHO-K1 cells | inhibition, % at 3 µM | ATP-induced calcium, Fluo-8 fluorescence | 0.6% of 360,000 active;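 active means inhibition above a per-plate cutoff, the plate's mean sample inhibition plus 3 SD, cut at about 24% in these data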;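 further: 0% = DMSO plus EC80 ATP and 100% = DMSO alone without ATP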
CHO-K1 Ca ag: counter-screen for M1 agonists: effect in parental CHO-K1 cells. 0.48% of 360,000 active. Fluo-8 calcium fluorescence; scaled to maximal ATP response, vehicle zero. activation, % at 3 µM; in the data active means activation above about 15%;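 further: untransfected CHO-K1 host cells lacking M1 receptor as counterscreen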
CHO parental Ca: counter-screen: ATP calcium response change in parental CHO cells | parental CHO-K1, ATP-induced calcium, Fluo-8 fluorescence | inhibition, % at 5.6 µM | 0.63% of 330,000 active;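 active means inhibition above that plate's mean sample inhibition plus 3 SD, cut at about 26% in these data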;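 further: 0% = ATP-challenged DMSO wells and 100% = DMSO wells without ATP; some compounds past the cut are filed as inactive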
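test system = CHO parental line | reagent = ATP stimulus | measured by = intracellular calcium via Fluo-8 no-wash fluorescent dye | control set = ATP and no-ATP DMSO wells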
TAAR1 antagonist: antagonists of human TAAR1; CHO RD-HGA16 TAAR1, Fluo-8 calcium fluorescence, antagonist; inhibition, % at 3 µM; 1.5% of 360,000 active; AID 624466;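 active means inhibition above a per-plate cutoff, the mean inhibition of test compounds on that plate plus 3 SD, cut at about 49% in these data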;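 further: 0% = DMSO plus EC80 beta-PEA response and 100% = DMSO alone without agonist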
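Material: RD-HGA16 CHO cells with stable hTAAR1 and Gα16; Dosing: single nominal final test compound concentration of 3 µM; Schedule: seeding 17-24 h prior, 75-min 37 °C, 30-min RT dye loading; Detection: kinetic Fluo-8 calcium fluorescence measurement; Measure: % inhibition from peak post-agonist over basal fluorescence ratio; Benchmarks: vehicle and agonist controls.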
M1 PAM parental: M1 PAM counterscreen hit in parental CHO-K1 cells; ATP EC20, Fluo-8 calcium fluorescence; 0% at ATP EC20, 100% at ATP max; 0.02% of 360,000 active; activation, % at 3 µM; AID 602247;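 active means activation above the run cutoff, the mean activation of all test compounds plus 3 SD, cut at about 40% in these data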;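 further: peak over basal fluorescence ratio in a 140 s read after ATP addition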
Numbers without * were called inactive; · = no result given. An unsorted share of the library; 4.4% or so of the library scored in one or more.

SMILES	TAAR1 agonist	CHRM1 agonist	M1 PAM	M1 antag	CHO-K1 Ca antag	CHO-K1 Ca ag	CHO parental Ca	TAAR1 antagonist	M1 PAM parental
CC(=O)N1CC(=O)N=C1SCC(=O)Nc1nc(C)c(-c2ccccc2)s1	0.2	-2.3	11.6	5.1	-10.2	-0.1	-19.1	-11.4	-12.7
CCn1c(=S)sc2c(=O)[nH]c(C)nc21	1.7	-1.5	11.0	-18.8	-9.1	0.6	17.5	-1.6	20.4
S=C(NCc1ccccn1)Nc1ccccc1Cl	1.4	-11.1	5.2	3.9	10.7	1.2	8.4	-8.4	-3.9
Cc1ccc(/C=C2/SC(=Nc3ccc(F)cc3)NC2=O)s1	-1.5	-0.4	7.0	-5.0	-5.4	0.2	-3.6	-17.4	-15.7
COc1ccc(NC(=S)Nc2nc(CC(=O)Nc3ccccc3OC)cs2)cc1	16.1	0.0	-6.4	18.3	4.5	4.1	6.4	42.7	-3.1
COC(=O)c1c(NC(=O)Nc2ccc(Cl)cc2)sc(C)c1C	1.1	-1.6	-2.1	7.0	6.7	0.1	-9.4	0.3	-2.9
O=[N+]([O-])c1cccc(S(=O)(=O)N2CCN(c3ccccn3)CC2)c1	5.0	-9.2	13.7	-16.0	-5.2	0.1	-18.7	9.1	11.3
CC(=O)N(C)Cc1ccc(C(=O)CSc2nnc(C3CC3)n2C2CC2)cc1	5.2	-6.2	12.7	-14.7	-9.6	0.0	-6.3	-16.7	14.5
COC(=O)c1ccc2c(c1)c(-c1ccccc1)c(-c1ccccc1)n2C	0.4	-2.0	6.0	-10.8	-4.9	0.4	-31.8	9.3	8.1
Cc1cc(C)cc(-c2nnc(SCC(=O)c3c(N)n(C4CC4)c(=O)[nH]c3=O)o2)c1	0.8	-2.9	5.1	-7.4	4.1	1.2	·	-0.9	1.9
N#CC1(Cc2ccc(Cl)cc2)c2ccccc2C=CN1C(=O)c1ccccc1 (stereo not given)	10.3	-4.0	0.6	-2.7	4.9	-0.4	-7.2	8.5	-7.3
CCCCNc1nnc(SCC(=O)c2c(N)n(C3CC3)c(=O)[nH]c2=O)s1	3.5	-2.8	-3.5	10.9	-6.1	-0.1	-2.2	-15.1	2.8
CCOC(=O)C1CCN(C(=O)c2ccc3c(c2)OCCO3)CC1	2.8	-8.0	3.6	-10.6	-14.0	1.1	0.0	-3.4	20.0
Cc1ccc(Cn2ccc(NC(=O)c3noc4c3CCCC4)n2)cc1	0.7	-2.5	3.8	-7.3	-9.7	3.7	-10.2	10.2	20.3
COc1ccc(S(=O)(=O)N2CCC3(CC2)CC(=O)c2ccccc2O3)cc1OC	0.6	-0.3	7.4	0.4	6.7	-0.6	-4.1	-3.0	-17.9
COc1ccc2c(c1OC)C(=O)OC2Nc1ccc(S(=O)(=O)N=C(N)N)cc1 (stereo not given)	2.1	-1.4	1.5	1.9	-7.1	1.4	13.3	-31.6	15.1
O=C(N/N=C/c1ccc(O)cc1)c1cc(-c2ccccc2)nc2ccccc12	5.2	-0.2	-1.4	8.8	-0.8	2.1	-40.9	28.9	4.3
COC(=O)C1CCN(C(=O)COc2cc3sc(C)nc3c3sccc23)CC1	10.9	-1.5	-3.6	8.9	-0.6	1.9	-24.8	-12.5	-4.1
CC(C)NC(=O)N(C)C[C@H]1Oc2c(cccc2N(C)C)C(=O)N([C@H](C)CO)C[C@@H]1C	8.2	-2.8	5.5	-8.2	-14.6	-0.2	-2.9	-5.9	7.0
CCOC(=O)/C(=C/c1ccc(OC(=O)c2ccccc2)cc1)C(C)=O	5.6	-7.6	7.2	-1.1	-12.0	0.5	-1.2	14.4	32.0
Cc1cc(NC(=O)CSc2nc3ccccc3[nH]2)no1	5.2	-1.4	3.9	-19.1	10.1	-0.5	-11.0	6.9	-2.3
COc1ccc(-n2cnc3cc(C(=O)N4CCOCC4)ccc32)cc1	1.2	-2.4	5.9	-6.5	-12.3	0.1	-9.0	1.3	9.9
CCC(c1nnnn1-c1ccc2c(c1)OCCO2)N1CCN(Cc2c(F)cccc2Cl)CC1 (stereo not given)	-1.3	·	·	·	-12.1	3.7	·	8.5	15.1
COc1ccccc1NC(=O)c1cc(C(=O)O)ccc1C(=O)O	0.1	-1.3	3.5	3.9	17.3	-0.2	5.8	2.6	-8.6
COC(=O)c1ccc(Cn2cc([N+](=O)[O-])cn2)cc1	-0.8	-4.9	3.6	-8.7	-11.1	0.8	-7.1	-16.3	20.3
Cc1[nH]ncc1Nc1c(C(C)C)cccc1C(C)C	-3.0	4.3	9.0	-9.1	-4.2	-0.2	·	-34.6	19.6
COc1ccc2[nH]cc(CCNC(=O)C3CCCCC3)c2c1	0.5	-2.2	-0.5	-2.7	4.3	1.2	-6.2	-4.7	-18.0
O=C(COc1ccccc1Cl)Nc1cc(NC(=O)COc2ccccc2Cl)cc(C(=O)O)c1	-2.6	-1.4	10.2	-14.2	0.1	0.1	·	19.0	14.5
COC(=O)N(C)C[C@@H]1OCc2cnnn2CCCC(=O)N([C@@H](C)CO)C[C@@H]1C	1.0	-1.2	11.4	-18.1	-0.5	0.3	·	-25.7	5.3
CCC(NC(=O)c1cccc(Cn2nc(C)c([N+](=O)[O-])c2C)c1)c1ccc(C(C)C)cc1 (stereo not given)	0.0	-6.5	5.9	-16.1	-6.7	0.7	-10.3	15.4	12.1
COc1ccc(OC)c(S(=O)(=O)Nc2cc3c4c(c2)C(C)C(=O)N4CCC3)c1 (stereo not given)	0.6	-1.4	-5.1	16.6	5.1	0.1	-6.2	6.7	-26.9
O=C1N=c2ccccc2=C1c1sc(Nc2ccc(O)cc2)nc1O	9.6	-6.3	13.6	-6.9	-8.5	-0.4	·	16.4	8.2
Cc1ccc(CN(C)CCc2ccccn2)cc1	17.9	-14.3	-5.1	3.0	-15.8	-0.4	-10.6	-14.6	-12.1
O=C(/C=C\c1ccco1)Nc1ccc(N2CCN(C(=O)c3ccccc3)CC2)cc1	7.7	-4.9	6.8	-9.7	-11.0	2.6	-13.1	9.8	14.3
NC(=O)c1ccc(NC(=O)c2ccc(CN3CCOCC3)cc2)cc1	6.5	-5.6	8.7	-3.3	-1.5	0.5	0.9	1.6	15.2
O=C(CNC(=O)c1cccs1)N=Nc1c(O)[nH]c2ccc([N+](=O)[O-])cc12	6.3	-1.0	-2.7	7.4	-1.5	0.1	-7.9	-18.0	-6.0

Part of the list above, limited to M1 PAM, CHO-K1 Ca ag and M1 antag:
molecule | M1 PAM | CHO-K1 Ca ag | M1 antag
Cc1ccc(CN(C)CCc2ccccn2)cc1 | -5.1 | -0.4 | 3.0
O=C(/C=C\c1ccco1)Nc1ccc(N2CCN(C(=O)c3ccccc3)CC2)cc1 | 6.8 | 2.6 | -9.7
NC(=O)c1ccc(NC(=O)c2ccc(CN3CCOCC3)cc2)cc1 | 8.7 | 0.5 | -3.3

Carrying on.
SMILES	TAAR1 agonist	CHRM1 agonist	M1 PAM	M1 antag	CHO-K1 Ca antag	CHO-K1 Ca ag	CHO parental Ca	TAAR1 antagonist	M1 PAM parental
O=C(c1cc2ccccc2o1)N1CCN(c2ccccc2Cl)CC1	1.6	-6.7	1.8	-3.2	-3.4	1.0	-9.6	-4.3	19.5
O=C(NC1CC(=O)N(c2ccccc2)C1)N1CCN(C(=O)c2ccco2)CC1 (stereo not given)	1.4	0.1	8.4	-19.0	-0.6	0.3	-7.1	-2.5	-6.5
COc1ccccc1N1CCN(CC(=O)Nc2ccccc2C(=O)NC(C)c2ccccc2)CC1 (stereo not given)	32.2	6.6	-18.6	35.0*	0.1	6.2	-35.3	58.7*	4.7
Cc1ccc(S(=O)(=O)N2C[C@H]3C(=O)C[C@@H](c4ccccc4F)N(S(=O)(=O)c4ccc(C)cc4)[C@H]3C[C@H]2c2cccc3ccccc23)cc1	0.2	-2.6	-4.2	1.4	8.6	0.3	·	-5.1	-12.5
O=C(CCSc1ccc(F)cc1)NNC(=O)c1ccc([N+](=O)[O-])cc1	-0.7	3.3	10.6	-8.1	-5.7	2.9	-9.3	-4.2	7.1
COc1ccc(C2C(C(=O)N3CCN(c4ccc(OC)cc4)CC3)c3ccccc3C(=O)N2C)cc1 (stereo not given)	14.9	-0.9	2.2	-3.1	-11.4	3.1	-35.7	31.2	7.1
CCCCn1c(N)c(N(CCOC)C(=O)C2CCCN(C(=O)c3ccc(Cl)cc3)C2)c(=O)[nH]c1=O (stereo not given)	0.5	-2.8	8.4	-18.6	-11.2	-0.3	4.1	-2.3	13.5
O=C(NCCc1ccccc1)c1ccc2c(c1)N(Cc1ccccc1)C(=O)CS2=O (stereo not given)	5.0	-11.5	-13.0	14.5	-9.1	3.4	-17.6	6.9	13.7
CCc1ccc(C2NC(c3ccc(CC)cc3)C([N+](=O)[O-])C(C)(C)C2[N+](=O)[O-])cc1 (stereo not given)	-1.4	-7.4	1.0	-11.5	-11.3	0.8	-24.2	2.1	20.5
COCCNC(=O)CSc1nnc(-c2ccc(C)cc2)c(-c2ccc(C)cc2)n1	1.8	-7.3	6.1	-14.8	-4.1	-0.2	-29.6	-14.6	-1.5
Cc1cc(C(=O)Nc2ccc(N3CCOCC3)cc2)c2ccccc2n1	3.9	-3.0	13.9	-8.0	-2.5	0.7	-5.0	2.7	13.3
CCOC(=O)c1cc2c(c(CCO)n1)[C@@H](CCO)N(S(=O)C(C)(C)C)C2 (stereo not given in full)	0.6	-3.3	-1.2	-1.3	2.5	1.4	·	-4.5	1.7
CC1(NC(=S)Nc2ccc(NC(=S)NC3(C)CCS(=O)(=O)C3)cc2)CCS(=O)(=O)C1 (stereo not given)	6.1	16.8*	5.6	-7.2	-1.9	1.1	-11.6	5.6	13.9
O=C(Nc1cccc([N+](=O)[O-])c1)N(c1ccccc1)c1ccccc1	3.5	3.2	17.7	-11.8	-10.0	2.3	·	-10.7	4.6
COc1ccccc1NC(=O)N1CCN(c2cc(-c3ccccc3)nc3ncnn23)CC1	·	-2.2	-7.5	1.7	5.2	0.2	-8.5	·	-5.7
C/C(=N\NC(=O)c1ccoc1C)c1ccc(Br)s1	-1.0	-3.1	14.0	-29.9	-9.3	0.4	-2.0	-14.4	5.8
CCOC(=O)CN1C(=O)S/C(=C/c2cccc([N+](=O)[O-])c2O)C1=O	5.3	-3.7	-9.2	8.2	5.9	0.3	-12.5	-5.8	-10.4
CCN(CC(=O)NCc1ccc(Cl)cc1)C(=O)c1c(C)noc1C	2.2	-0.6	14.2	-22.6	-8.1	0.8	-4.5	-13.4	9.2
O=C(c1c(F)cccc1F)N(C1CCCCC1)C1CCCCC1	-3.3	-4.5	6.2	-9.6	-8.9	0.1	24.7	-14.7	13.8
COc1ccc(NC(=O)c2c(F)cccc2Cl)cc1S(=O)(=O)N1CCOCC1	2.4	2.6	1.6	-10.8	-8.5	1.3	-10.4	-3.8	13.5
